Assay outcomes: PubChem BioAssay, several laboratories
RGS4 pot: potentiators or activators of RGS4. 310,000 tested, 0.92% active. HEK293 M3R/inducible RGS4, carbachol calcium flux Fluo4; hits give low values. AID 463111. B-score at 10 µM;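 active = B-score of the integrated calcium signal more than 4 SD below the library mean, with starting fluorescence not abnormally high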;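 also: negative B-score means reduced calcium response which marks RGS4 activation or potentiation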
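Assay system: Inducible-RGS4 HEK293 cells carrying M3 receptor | Schedule: Compound preincubation 20 min at room temperature before agonist | Signal: Kinetic calcium fluorescence imaging with Fluo4-AM dye, 2 µM | Read-out basis: B score from integrated fluorescence ratio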
RGS4 block: human RGS4 inhibition. P49798. HEK293 M3R/RGS4 inducible, Fluo-4 calcium flux; hits give high values; triggered by carbachol at its EC20. B-score at 10 µM. 310,000 tested, 0.45% active;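 active = B-score, a plate-corrected calcium signal, over three deviations above library mean, with baseline fluorescence within five deviations of library mean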;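 also: RGS4 expression induced by doxycycline in cells with stable M3 receptor; B-score is computed from the integrated fluorescence ratio over baseline after carbachol; higher B-score means a larger calcium signal and so more RGS4 inhibition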
HDAC3 inhib: blocks human histone deacetylase 3. O15379. recombinant HDAC3, fluorogenic peptide/trypsin coupled, fluorescence. inhibition, % at 8.3 µM. 320,000 tested, 0.15% active; in the data active = inhibition above about 26%, passing the limit was not always enough
KCNK3 inh: human KCNK3 channel inhibition, primary screen. CHO-KCNK3 thallium flux, FluxOR fluorescence; hits give low values. 340,000 tested, 0.84% active. B-score at 10 µM. O14649;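 active = B-score under library mean minus 4 SD, starting fluorescence ratio at most library mean plus 5 SD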;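 also: more negative B-score means stronger inhibition of thallium flux through KCNK3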
Target sequence (O14649 whole entry, looked up): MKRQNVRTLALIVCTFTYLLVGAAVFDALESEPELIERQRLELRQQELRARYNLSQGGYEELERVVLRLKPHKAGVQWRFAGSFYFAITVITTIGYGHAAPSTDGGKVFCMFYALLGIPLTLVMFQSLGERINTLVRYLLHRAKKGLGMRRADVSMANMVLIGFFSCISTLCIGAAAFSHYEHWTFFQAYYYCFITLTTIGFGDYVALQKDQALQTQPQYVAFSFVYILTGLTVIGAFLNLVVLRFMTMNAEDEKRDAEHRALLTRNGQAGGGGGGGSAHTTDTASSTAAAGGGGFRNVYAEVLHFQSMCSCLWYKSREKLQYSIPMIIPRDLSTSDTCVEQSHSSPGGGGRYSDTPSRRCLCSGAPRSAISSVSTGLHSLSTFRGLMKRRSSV
SKKanGAS inh: SKKanGAS growth inhibition. inhibition, % at 7.5 µM. S. pyogenes SKKanGAS, kanamycin growth, BacTiter-Glo, 6 h. 300,000 tested, 1.3% active;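 active = mean replicate score, as percent of positive control median, at least 50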;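 also: strain carries kanamycin resistance gene driven by streptokinase promoter and grows in 40 µg/ml kanamycin; loss of luminescence reflects streptokinase promoter inhibition or plain growth inhibition; 0% = median of DMSO wells and 100% = positive control at its reference dose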
KCNQ1 pot: potentiates or activates the human KCNQ1 potassium channel | P51787 | CHO-K1 KCNQ1, thallium flux FluxOR fluorescence; hits give high values | B-score at 10 µM | 310,000 tested, 0.35% active;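 active = fluorescence ratio B-score, a plate-corrected score, at least three library SD, with initial intensity B-score within 5 SD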
Target sequence (P51787 whole entry, looked up): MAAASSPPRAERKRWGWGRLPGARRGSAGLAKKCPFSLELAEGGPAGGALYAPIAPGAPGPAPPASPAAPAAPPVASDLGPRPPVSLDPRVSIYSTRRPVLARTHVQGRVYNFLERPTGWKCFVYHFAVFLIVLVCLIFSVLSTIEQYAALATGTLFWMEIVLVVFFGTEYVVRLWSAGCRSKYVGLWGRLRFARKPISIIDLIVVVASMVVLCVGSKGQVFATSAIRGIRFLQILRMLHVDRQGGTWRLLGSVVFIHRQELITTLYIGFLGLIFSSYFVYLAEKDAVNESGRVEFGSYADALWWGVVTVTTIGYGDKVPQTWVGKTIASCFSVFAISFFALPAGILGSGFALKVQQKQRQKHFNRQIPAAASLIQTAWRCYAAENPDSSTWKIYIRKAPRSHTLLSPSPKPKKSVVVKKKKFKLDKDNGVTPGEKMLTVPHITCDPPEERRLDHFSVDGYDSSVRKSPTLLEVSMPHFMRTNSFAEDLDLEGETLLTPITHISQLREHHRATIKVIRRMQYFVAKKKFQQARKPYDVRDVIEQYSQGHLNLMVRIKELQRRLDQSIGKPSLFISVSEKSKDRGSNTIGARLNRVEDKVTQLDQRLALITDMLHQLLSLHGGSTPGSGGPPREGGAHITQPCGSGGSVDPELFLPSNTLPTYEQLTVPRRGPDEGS
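assay system = CHO-K1 cells stably expressing KCNQ1 | medium = assay buffer, equal DMSO in all wells | timing = 37 °C overnight plating, 90-min dark dye load, 20-min compound pretreatment | measured by = kinetic FluxOR thallium fluorescence, 10-s 1-Hz baseline, 110-s post-stimulus read | measure = fluorescence change relative to baseline, converted to B score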
KCNQ1 inh: blocks the human KCNQ1 potassium channel; P51787; CHO-K1 KCNQ1, FluxOR thallium flux fluorescence; hits give high values; B-score at 10 µM; 310,000 tested, 1.3% active;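 active = compounds whose thallium flux B-score, printed positive for inhibition, exceeds three library SD while starting fluorescence stays within three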;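 also: channel opened by potassium depolarization with thallium stimulus after 20 min compound exposure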
TMEM16A inh: mouse TMEM16A channel inhibition, primary screen; normalized B-score (activity score, 25-100; higher = stronger inhibition) at 10 µM; 310,000 tested, 1.2% active; HEK293 TMEM16A/YFP iodide influx fluorescence, ionomycin; AID 588511; Q8BHY3;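 active = ratio plate-corrected score three or more library SD toward inhibition, starting fluorescence score within five deviations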;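 also: score derived from kinetic fluorescence span divided by baseline fluorescence per well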
KCNK9 block: human KCNK9 channel inhibition; Q9NPC2; HEK293 KCNK9, FluxOR thallium flux fluorescence; hits give low values; B-score at 10 µM; 310,000 tested, 1.2% active; AID 488922;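 active = ratio B-score over 3 SD below the library mean, with starting fluorescence within 5 SD of its mean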;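 also: negative B-score means less thallium flux so channel inhibition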
TMEM16A act: mouse TMEM16A channel activation, primary screen | HEK293 TMEM16A/YFP-H148Q/I152L, iodide quench fluorescence; hits give low values | Q8BHY3 | B-score at 10 µM | 340,000 tested, 0.3% active;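 active = fluorescence-ratio B-score plate-corrected deviation score at least 3 library SD below zero, with starting fluorescence score within 5 deviations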;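 also: channel opened by trigger with iodide after compound preincubation; score built on the fluorescence ratio of max minus min over baseline; more negative score means more quench and so TMEM16A activation or potentiation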
hERG rescue: compounds protecting human hERG from proarrhythmic drug block; activation (rescue from dofetilide block), less the hit threshold, % at 10 µM; AID 1511; CHO-hERG, FluxOR thallium flux, dofetilide IC70 present; Q12809; 310,000 tested, 0.51% active;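 active = activation above the mean of controls blocked by dofetilide plus 5 SD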;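 also: thallium influx through hERG after potassium depolarization seen as dye fluorescence rise; in these data hits start at about 4.7%; inactives centre near -7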
* = called active by the depositor; i = inactive; · = no result given.

SMILES	RGS4 pot	RGS4 block	HDAC3 inhib	KCNK3 inh	SKKanGAS inh	KCNQ1 pot	KCNQ1 inh	TMEM16A inh	KCNK9 block	TMEM16A act	hERG rescue
CCCc1cc(C(=O)Nc2c(C)n(C)n(-c3ccccc3)c2=O)no1	i	i	2	i	-1	i	i	i	i	i	-11
COc1ccc(N(C)C(=O)c2ccc3c(c2)nnn3C)cc1	i	i	6	i	-3	i	i	i	i	i	-4
O=C(Nc1ccccc1)N(Cc1cccnc1)Cc1ccco1	i	i	8	i	-1	i	i	i	i	i	-5
Cc1ccccc1-c1nnn(CC(=O)NCc2ccc3c(c2)OCO3)n1	i	i	2	i	2	i	i	i	i	i	0
CCOC(=O)c1ccc(CNC(=O)CSc2nnc(-c3ccncc3)o2)cc1	i	i	-10	i	1	i	i	i	i	i	-4
CCOC(=O)C(O)(C1C(=O)CC(C)(C)CC1=O)C(F)(F)F (stereo not drawn)	i	i	11	i	-2	i	i	i	i	i	-10
Cc1cccc(OCc2n(CC(=O)OC3CC(C)CCC3C(C)C)c3ccccc3[n+]2C)c1 (stereo not drawn)	-12*	i	9	-13*	20	i	9*	100*	i	-6.2*	-31
Cc1cccc(C)c1NC(=S)NCc1ccccc1	i	i	0	i	1	i	i	i	i	i	-3
Nc1nc(SCC(=O)NCc2ccccc2)[nH]c(=O)c1NC(=O)c1ccccc1F	i	i	1	i	-12	i	i	i	i	i	-7
COc1ccc(S(=O)(=O)N2CCc3ccccc32)cc1OC	i	i	7	i	1	i	i	i	i	i	-10
Cc1ccc(N2C(=O)C3C4C=CC(C4)C3C2=O)cc1 (stereo not drawn)	i	i	-1	i	5	i	i	i	i	i	-10
Cc1ccc2nc(NCC(=O)NN)nc(-c3ccccc3)c2c1	i	i	-14	i	2	i	i	i	i	i	-5
Cc1ccc(NC(=O)CN(C)S(=O)(=O)c2cnc[nH]2)cc1C	i	i	-3	i	-15	i	i	i	i	i	-3
COc1ccc(-c2nc(CN3CCC(c4ccccc4)CC3)c(C)o2)cc1OC	i	i	3	i	-8	i	i	i	i	i	-26
COc1ccc(S(N)(=O)=O)cc1C(=O)OCC1CCCCC1	i	i	4	i	-2	i	i	i	i	i	-11
CCOc1ccc(CCNS(=O)(=O)c2cn(C)cn2)cc1OCC	i	i	6	i	-13	i	i	i	i	i	-6
CC(=O)Nc1ccc(S(=O)(=O)N2CCC(=O)Nc3ccccc32)cc1	i	i	3	i	9	i	i	i	i	i	0
CS(=O)(=O)N(CC(=O)Nc1ccccc1C(=O)N1CCCC1)c1cccc([N+](=O)[O-])c1	i	i	-1	i	-4	i	i	i	i	i	-12
COc1ccc(N2CCN(C(=O)CSc3nnc4c(C)cc5ccc(C)c(C)c5n34)CC2)cc1	i	i	-13	i	-7	i	i	i	i	i	-12
CNC(=O)CSCCn1c(SCC(=O)NC)nc2ccccc2c1=O	i	i	5	i	-3	i	i	i	i	i	-1
CCN1CCN(c2c(Cl)cccc2NC(=O)c2cccs2)CC1	i	i	-6	i	-1	i	i	i	i	i	-8
Cn1cc(Br)c(C(=O)Nc2ncc(Br)s2)n1	i	i	-16	i	-3	i	i	i	i	i	-11
C=C(C)COc1ccc(-c2n[nH]c(C)c2Oc2ccccc2OC)c(O)c1	i	i	16	i	4	i	i	i	i	i	-15
CC(c1ccccc1)C1CC(=O)N(Cc2ccco2)C1=O (stereo not drawn)	i	i	·	i	-1	i	i	i	i	i	-22
CCc1cc(=O)oc2cc(C)cc(OCC(=O)N3CCC(C(=O)O)CC3)c12	i	i	-50	i	3	i	i	i	i	i	-7
CCCC1=NN(c2ccc([N+](=O)[O-])cc2)C(=O)/C1=C/N(C)C	i	i	-1	i	2	i	i	i	i	i	-5
Cc1ccc(NC(=O)c2cccc(C(=O)Nc3ccc(C)cc3C(=O)O)c2)c(C(=O)O)c1	i	i	3	i	-2	i	i	i	i	i	-3
Cc1cccc(N2CCN(C(=O)c3ccc(Cl)c(S(=O)(=O)N4CCc5ccccc5C4)c3)CC2)c1C	i	i	6	i	14	i	i	i	i	i	-4
COc1ccc(NC(=O)N2CCC(CO)(CC3CCCCO3)CC2)c(OC)c1 (stereo not drawn)	i	i	3	i	-11	i	i	i	i	i	-12
Cc1cc(-n2c(C)cc(C(=O)CSc3ccc4c(c3)OCCO4)c2C)no1	i	i	16	i	20	i	i	i	i	i	-8
CCN(CC)S(=O)(=O)c1ccc(N2CCOCC2)c(NCC(=O)Nc2ccc(F)cc2)c1	i	i	-1	i	-9	i	i	i	i	i	-10
O=C1Cc2cccc3cccc1c23	i	i	-2	i	8	i	i	i	i	i	-3
Cc1nn(C)c(C(=O)Sc2cccc(Cl)c2)c1[N+](=O)[O-]	i	i	6	i	-9	i	i	i	i	i	-5
CSc1ccc(CN(C)Cc2cc(=O)oc3c(C)c(C)ccc23)cc1	-7.2*	i	3	i	12	i	7*	i	i	i	-15
S=C(NCc1ccccn1)Nc1cccc(Cl)c1	i	i	7	i	-9	i	i	i	i	i	1
Cc1cc2ncn(CCC(=O)NC3CCCC3)c2cc1C	i	i	15	i	-4	i	i	i	i	i	-8
Cc1cccn2c(=O)c(/C=C(\C#N)C(N)=O)c(N3CCN(c4ccccc4)CC3)nc12	i	i	-6	i	8	i	i	i	i	i	-10
Cc1oc(C)c2c(=O)ccc3c(c12)OC(N)=C(C#N)C3c1ccccc1 (stereo not drawn)	i	i	0	i	11	i	i	i	i	i	-9
CCCCn1c(-c2ccc(Cl)c(Cl)c2)nc2cc3[nH]c(=O)c(C(C)C)nc3cc21	i	i	-4	i	20	i	i	i	i	i	-11
COc1cccc(/C=C/C(=O)N(C)CC(=O)Nc2ccc(Cl)c(C(F)(F)F)c2)c1	i	i	0	i	9	i	i	i	i	i	-10
CCOc1ccccc1C(=O)NCC(=O)OCC(=O)NCCc1ccc(S(N)(=O)=O)cc1	i	i	0	i	-2	i	i	i	i	i	-9
CCN1CCc2c(OCC(=O)N3CCCc4ccccc43)cccc2C1=O	i	i	-3	i	1	i	i	i	i	i	-16
Cc1ccc(C)c(NS(=O)(=O)c2cc(C(=O)NCCC3=CCCCC3)ccc2C)c1	i	i	13	i	4	i	i	i	i	i	-10
O=C(c1ccc([N+](=O)[O-])cc1)N1CCN(Cc2ccccc2)CC1	i	i	5	i	0	i	i	i	i	i	0
CCOC(=O)C1CCN(Cc2ccc(OC)cc2OC)CC1	i	i	1	i	8	i	i	i	i	i	-1
O=C(Nc1ccccc1Oc1cccnc1)C1CCCN(Cc2cccc(Cl)c2)C1 (stereo not drawn)	i	i	1	i	7	i	i	i	i	i	-12
O=C(NC1CCCCCC1)c1ccc(OCC2CCCO2)cc1 (stereo not drawn)	i	i	6	i	-12	i	i	i	i	i	-10
CC(C)OCCCNC(=O)c1ccc(Br)cc1	i	i	-3	i	-4	i	i	i	i	i	-8

3 entries out of the list, ordered by length of the SMILES, largest number first:
SMILES	RGS4 pot	RGS4 block	HDAC3 inhib	KCNK3 inh	SKKanGAS inh	KCNQ1 pot	KCNQ1 inh	TMEM16A inh	KCNK9 block	TMEM16A act	hERG rescue
Cc1cccn2c(=O)c(/C=C(\C#N)C(N)=O)c(N3CCN(c4ccccc4)CC3)nc12	i	i	-6	i	8	i	i	i	i	i	-10
CCOc1ccccc1C(=O)NCC(=O)OCC(=O)NCCc1ccc(S(N)(=O)=O)cc1	i	i	0	i	-2	i	i	i	i	i	-9
O=C(c1ccc([N+](=O)[O-])cc1)N1CCN(Cc2ccccc2)CC1	i	i	5	i	0	i	i	i	i	i	0

Going on with the list:
SMILES	RGS4 pot	RGS4 block	HDAC3 inhib	KCNK3 inh	SKKanGAS inh	KCNQ1 pot	KCNQ1 inh	TMEM16A inh	KCNK9 block	TMEM16A act	hERG rescue
Cc1ccc(-c2nnc(SCC(=O)NNC(=O)COc3ccccc3C)n2C)cc1	i	i	-3	i	-3	i	i	i	i	i	-7
CCOC(=O)c1c(C)[nH]c(C(=O)OCC(=O)Nc2ccc(OCC)cc2)c1C	i	i	-1	i	2	i	i	i	i	i	-13
Cc1cc(C)nc(N2CCCC(C(=O)Nc3nnc(C)s3)C2)n1 (stereo not drawn)	i	i	-1	i	-2	i	i	i	i	i	-8
CCOC(=O)c1ccc(S(=O)(=O)NCCN2CCOCC2)cc1	i	i	-4	i	2	i	i	i	i	i	-24
O=C(NCc1nc2ccccc2[nH]1)C1=C[C@@H](c2ccccc2)C[C@@H](OCc2ccc(CO)cc2)O1	i	i	-6	i	7	i	i	i	i	i	-9
O=[N+]([O-])c1ccc(N2CCN(S(=O)(=O)c3ccccc3[N+](=O)[O-])CC2)cc1N1CCc2ccccc2C1	i	i	-1	i	5	i	i	i	i	i	-6
CC(C)c1ccc(/C=C/C(=O)Nc2nncs2)cc1	i	i	4	i	-1	i	i	i	i	i	-4
Cc1ccc(-n2c(O)c(C=NC3CCS(=O)(=O)C3)c3ccccc3c2=O)cc1C (stereo not drawn)	i	i	·	i	4	i	i	i	i	i	-3
CCOC(=O)c1sc(=NC(=O)c2ccc(C)cc2)n(C)c1C	i	i	3	i	-9	i	i	i	i	i	-2
COc1ccc(NCc2ccc(OC)c(OC)c2)cc1	i	i	0	·	-3	i	i	i	i	·	-7
Clc1cc(Cl)cc(C2=NC(Cc3ccccc3)CO2)c1 (stereo not drawn)	i	i	-6	i	-4	i	i	i	i	i	-5
OC[C@@H](O)C1OC2NC(=S)OC2C1O (stereo partly drawn)	i	i	-7	i	6	i	i	i	i	i	7.7*
CCOc1ccc(CC(=O)N2CCC3(CC2)NCCc2[nH]cnc23)cc1	i	i	-2	i	-2	i	i	i	i	i	-3
COc1ccccc1N=CC1=C(O)CC(c2ccccc2)CC1=O (stereo not drawn)	i	i	-6	i	-13	i	i	i	i	i	-6
O=C(O)/C=C/c1cccc(NC(=O)Nc2ccc([N+](=O)[O-])cc2)c1	i	i	·	i	0	i	i	i	i	i	-5
COc1cc(C=Nc2c(C)cc(C)cc2C)ccc1OC(C)=O	i	i	-11	i	-3	i	i	i	i	i	-9
COCCNCCCCOc1ccccc1-c1ccccc1	i	i	-2	i	0	i	i	i	i	i	-2
COc1cc2ccccc2cc1C(=O)N1CCCCC1	i	i	4	i	0	i	i	i	i	i	-10
CC1=CC(C)(C)N(C(=O)CSc2nnc(N)s2)c2cc(C)c(C)cc21	i	i	-1	i	-3	i	i	i	i	i	-8
CN(Cc1cccc(F)c1)C(=O)C(c1ccccc1)c1ccccc1	i	i	4	i	3	i	i	i	i	i	-8
CNC(=S)NNC(=O)c1cccc(N(C)C)c1	i	i	1	i	-6	i	i	i	i	i	-16
